Screens as filed in PubChem.
KDM5B inhibitor – KDM5B demethylase inhibition | hit rate 2.6% among 220,000 | KDM5B demethylase, FDH-coupled NADH fluorescence (FDH is formaldehyde dehydrogenase) | Potency, µM (highest dose often 57.7 µM), without a hit: at the top dose activity change, negative = inhibition, usual class: inhibitors | Q9UGL1; active means well fitted inhibition curve with a large enough effect; inconclusive means small, poorly fitted or top-dose-only effect; inactive means no such curve, though single readings can be large or run the other way; further: 0% is about no effect; nearly all actives have a fitted effect of over 70% in size
Target sequence (Q9UGL1 whole entry, looked up): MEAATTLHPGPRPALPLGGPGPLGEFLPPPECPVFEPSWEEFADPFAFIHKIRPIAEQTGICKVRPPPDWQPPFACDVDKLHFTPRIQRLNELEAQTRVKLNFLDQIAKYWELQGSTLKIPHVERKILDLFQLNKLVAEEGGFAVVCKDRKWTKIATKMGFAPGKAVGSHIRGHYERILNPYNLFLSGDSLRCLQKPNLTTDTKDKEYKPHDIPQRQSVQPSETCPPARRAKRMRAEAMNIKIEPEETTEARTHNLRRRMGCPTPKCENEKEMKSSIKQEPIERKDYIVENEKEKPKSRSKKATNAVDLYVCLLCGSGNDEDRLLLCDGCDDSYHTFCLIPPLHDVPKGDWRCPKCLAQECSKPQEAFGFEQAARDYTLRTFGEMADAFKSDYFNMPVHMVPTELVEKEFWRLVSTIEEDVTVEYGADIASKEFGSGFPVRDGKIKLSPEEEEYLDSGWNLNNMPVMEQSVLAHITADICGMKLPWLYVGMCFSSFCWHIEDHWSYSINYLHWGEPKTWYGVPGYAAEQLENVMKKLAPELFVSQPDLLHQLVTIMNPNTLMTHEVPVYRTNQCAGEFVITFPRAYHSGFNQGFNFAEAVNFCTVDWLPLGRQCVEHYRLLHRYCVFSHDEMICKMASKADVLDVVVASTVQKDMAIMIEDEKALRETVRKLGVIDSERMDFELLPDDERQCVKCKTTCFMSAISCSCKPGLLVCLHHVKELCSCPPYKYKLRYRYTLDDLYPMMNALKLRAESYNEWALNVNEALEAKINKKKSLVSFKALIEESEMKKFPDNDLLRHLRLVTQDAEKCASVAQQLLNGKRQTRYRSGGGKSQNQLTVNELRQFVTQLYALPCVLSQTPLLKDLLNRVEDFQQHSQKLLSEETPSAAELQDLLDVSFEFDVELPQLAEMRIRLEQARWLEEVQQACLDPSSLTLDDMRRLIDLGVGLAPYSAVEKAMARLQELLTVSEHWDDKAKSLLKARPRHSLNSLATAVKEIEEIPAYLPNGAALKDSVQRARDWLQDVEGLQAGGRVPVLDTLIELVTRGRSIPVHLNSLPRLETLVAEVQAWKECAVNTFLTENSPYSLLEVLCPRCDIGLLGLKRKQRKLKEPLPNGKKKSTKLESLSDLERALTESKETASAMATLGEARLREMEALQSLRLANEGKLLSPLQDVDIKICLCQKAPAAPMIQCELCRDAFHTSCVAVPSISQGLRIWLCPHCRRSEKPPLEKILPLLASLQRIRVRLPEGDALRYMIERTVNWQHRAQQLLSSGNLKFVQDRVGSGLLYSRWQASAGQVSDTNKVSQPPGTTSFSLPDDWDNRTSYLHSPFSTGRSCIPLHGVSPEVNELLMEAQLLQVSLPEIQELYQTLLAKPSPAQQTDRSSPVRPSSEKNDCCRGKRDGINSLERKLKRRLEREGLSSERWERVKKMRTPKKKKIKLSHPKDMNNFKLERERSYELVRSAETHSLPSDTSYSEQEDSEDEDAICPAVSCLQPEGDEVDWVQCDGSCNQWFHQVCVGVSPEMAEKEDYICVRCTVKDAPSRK
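KDM5BΔAP (200 nM final) in 50 mM HEPES pH 7.5, 0.01% Tween-20 was preincubated 10 min at RT with compound over a concentration range. Substrate mix (H3K4me3 12.5 µM, α-KG 25 µM, Fe²⁺, ascorbate, NAD⁺, FDH) was added, and NADH fluorescence change over 30 min gave dose-response curves.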
Active calls of the source: *; i = inactive; ? = inconclusive; [ ] = dose if it differs, or a comment. Potency means the concentration at half of the fitted maximal effect.

| Molecule | KDM5B inhibitor |
| --- | --- |
| COc1cccc(NC(=O)Cn2ccn3nc4c(c3c2=O)CCCCC4)c1 | -8.4% |
| CC(=O)N1CCC(N2CC[C@H](c3nc4ccc(F)cc4[nH]3)C2)CC1 | 7.0%[86.2 µM] |
| Cc1cc(C)c(NC(=O)CCn2c(=O)c3cccn3c3ccccc32)c(C)c1 | -28.1% |
| O/N=C/c1ccc(-n2cccn2)cc1 | 4.6% |
| CCN(Cc1ccncc1)C(=O)CCC[C@@H]1[C@H]2CCCN3CCC[C@@H](CN1Cc1cccnc1)[C@@H]23 | 28.2µM* |
| Cc1cccc(CSCCNC(=O)CN(c2cc(C)cc(C)c2)S(C)(=O)=O)c1 | 5.9% |
| Cc1ccc(C(=O)O/N=C2/CC3CCC2(C)C3(C)CBr)cc1 (stereo unspecified) | 9.1% |
| COc1ccc(N2CC3CCC(C2)N3Cc2cccc(Cl)c2)cc1 | ? |

Some of the entries above in a different format.
mol: O/N=C/c1ccc(-n2cccn2)cc1
  KDM5B inhibitor: 4.6%

mol: CCN(Cc1ccncc1)C(=O)CCC[C@@H]1[C@H]2CCCN3CCC[C@@H](CN1Cc1cccnc1)[C@@H]23
  KDM5B inhibitor: 28.2µM*

mol: Cc1cccc(CSCCNC(=O)CN(c2cc(C)cc(C)c2)S(C)(=O)=O)c1
  KDM5B inhibitor: 5.9%

mol: Cc1ccc(C(=O)O/N=C2/CC3CCC2(C)C3(C)CBr)cc1 (stereo unspecified)
  KDM5B inhibitor: 9.1%

Remaining list, next part.
| Molecule | KDM5B inhibitor |
| --- | --- |
| CCOC(=O)Cc1cc(I)c(CC(=O)OCC)cc1I | 9.5% |
| Cc1cc(NC(=O)C(=O)c2c(C)[nH]c3ccccc23)no1 | 1.4% |
| CC(=O)N1CCN(C(=O)C[C@@H]2CCNC[C@@H]2Cc2cc(CSc3ccccc3)on2)CC1 | 37.4% |
| Cc1cccc(-c2ccccc2N)c1 | ? |
| Cc1ccc(O[C@H]2CCOC[C@H]2NC(=O)CCc2ccc(F)cc2)cn1 | -8.3% |
| CC(NC(=O)CCc1c[nH]c2ccccc12)c1cccc(Cl)c1 (stereo unspecified) | -14.2% |
| Fc1ccc(CN2CC(Oc3ccc(F)cc3F)C2)cc1 | 12.2%[149 µM] |
| Cc1ccc(C)c(C(=O)COC(=O)c2cc3ccccc3[nH]2)c1 | -9.1% |
| O=C(Nc1ccc(OC(F)F)cc1)c1ccc2ccccc2n1 | 2.6% |
| O=C(C1CCC(Cn2c(=O)c3sccc3n(Cc3ccc(F)cc3)c2=O)CC1)N1CCOCC1 (stereo unspecified) | 6.5% |
| O=C(CCCC1C(=O)Nc2ccccc21)NCCc1noc(-c2ccccc2)n1 (stereo unspecified) | 0.4% |
| O=C(CCc1cccnc1)NCc1cccc(C(F)(F)F)c1 | -18.2% |
| COc1cc(OC)c(NC(=O)N2CCC(CN3CCCC3)CC2)cc1Cl | -19.0% |
| COc1ccc(OCc2cc(C(=O)N(C)CC(O)CO)n[nH]2)c(Cl)c1 (stereo unspecified) | 24.7% |
| CC(=O)c1ccc(Nc2nc3ccc(C)cc3n3cnnc23)cc1 | 16.8% |
| Cc1ccc(-c2ccsc2C(=O)NCc2ccccn2)cc1 | 30.5% |
| O=C(NCCc1ccc2c(c1)OCCO2)c1ccc(NS(=O)(=O)c2cccs2)cc1 | 9.2% |
| O=C(NCCCn1cccn1)C1CN(S(=O)(=O)c2cccnc2)CC12CCCCC2 (stereo unspecified) | -6.8% |
| O=C(CSc1nccc2ccccc12)N1CCN(Cc2ccc3c(c2)OCO3)CC1 | -7.0% |
| OC1(CN2CCN(c3nccs3)CC2)CNCCOC1 (stereo unspecified) | ? |
| CC(NC(=O)c1ccc(S(N)(=O)=O)o1)c1ccc(OC(F)F)cc1 (stereo unspecified) | 8.2% |
| O=C(CC1N=C2c3ccccc3N=C(SCc3cccc(Cl)c3)N2C1=O)NCCc1ccccc1 (stereo unspecified) | ? |
| O=C(N[C@H]1CCN2C(=O)c3ccccc3NC(=O)[C@H]12)c1cnccn1 | -23.0%[86.2 µM] |
| Cn1cc(-c2cnc(Nc3cccc(C(F)(F)F)c3)c3c2CCO3)cn1 | 35.5µM* |
| Cn1c(=O)c(=O)n(C)c2cc(NC(=O)c3cccc(F)c3)c(Cl)cc21 | 2.8% |
| O=C1COCC2(CN(c3ccc(C(F)(F)F)cn3)C2)CN1c1ccc(F)cc1 | ? |
| COc1ccc(OC)c(-c2nc(CN3CCCC(C(C)(C)O)C3)c(C)o2)c1 (stereo unspecified) | 20µM* |
| CC(C)NC(=O)NC(=O)C(C)Sc1nc2ccccc2[nH]1 (stereo unspecified) | 18.9% |
| CCOC(=O)c1cccc(NC(=O)c2cc3cc4ccc(C)cc4nc3s2)c1 | -2.1% |
| N#Cc1ccc([N+](=O)[O-])cc1C#N | 4.1% |
| Cc1ccc(C(=O)N[C@@H](Cc2ccccc2)C(=O)N2CCCOCCNC(=O)CC2)s1 | -8.7% |
| Cc1ccc(C)c(CN2C(=O)c3ccccc3S(=O)c3ccc(C(=O)N4CCC(C)CC4)cc32)c1 (stereo unspecified) | 1.8% |
| CN(CC(=O)Nc1cccc(C(F)(F)F)c1)S(=O)(=O)c1cccs1 | -20.4% |
| CCOC(=O)Cn1c(=O)n(C2CCCCC2)c2nc(-c3ccc(OCC)cc3)nc(C(N)=O)c21 | -64.8% |
| CCOc1cccc(CNC(=O)c2cc3c(N4CCCC4)nc(C)cn3n2)c1 | i |
| CCOC(=O)C(C)Oc1ccc2c(=O)c(-c3ccc4c(c3)OCCO4)c(C)oc2c1 (stereo unspecified) | 4.7% |
| Cn1c(=O)c(C(=O)c2ccccc2)c(O)c2ccccc21 | -5.4% |
| CC1(Cc2ccc3c(c2)OCO3)CCCN(C(=O)CCCn2ccnc2)C1 (stereo unspecified) | 26.8% |
| Cc1cc(F)ccc1NS(=O)(=O)c1ccc(-c2cnc(C3CC3)o2)cc1 | -9.7% |
| O=C(O)c1ccc(-c2ccc(/C=N/O)o2)cc1 | ? |

(cont.)
SMILES,KDM5B inhibitor
Cc1nc2ncnn2c(N(C)Cc2ccccc2)c1Cc1ccccc1,11.9%
CCc1ccccc1S(=O)(=O)N1C[C@@H](F)C[C@H]1C(=O)N1CCc2ccccc2C1,-17.3%
CN(C)S(=O)(=O)c1cccc(NC(=O)CSc2cccc3cccnc23)c1,?
CC(=O)c1ccccc1NC(=O)CC(C)(C(=O)O)c1ccccc1 (stereo unspecified),13.6%
COCc1noc(C2CCCCCN2C(=O)NCc2ccc(F)cc2)n1 (stereo unspecified),16.6%
CCN(CC)S(=O)(=O)c1ccc(N2CCOCC2)c(NC(=O)CC(C)(C)C)c1,24.5%
N#Cc1ccc(N2CCCC3(CCC(=O)N(Cc4ccccc4)C3)C2)nc1 (stereo unspecified),?
COc1ccc(NC(=O)c2c(NCc3cccc(OC)c3)sc3c2CCCC3)cc1,?
c1ccc(-c2noc(-c3cncnc3N3CCC(N4CCCCC4)CC3)n2)cc1,-8.4%
CCC(CNC(=O)c1csc2nc(-c3ccccc3Cl)cn12)N(C)C (stereo unspecified),?
O=c1c(S(=O)(=O)c2ccc(F)c(Cl)c2)c[nH]c2ccc(F)cc12,14.2%
CCC(Nc1ccc(-c2nc(-c3ccccn3)no2)cc1[N+](=O)[O-])c1ccccc1 (stereo unspecified),-2.9%
COc1cc(C(=O)N2CCN(C(=O)OC(C)(C)C)CC2)ccc1OCc1ccccc1,9.7%
Cc1ccc(NC(=O)c2ccc(CN3C(=O)NC4(CCOCC4)C3=O)cc2)cc1,16.2%
O=C(c1ccc2c(c1)OCO2)N1CCC(c2n[nH]c(=O)n2-c2ccccc2)CC1,-9.0%
COc1ccc(NC(=O)c2cn3ccnc(-c4ccc(C)cc4)c3n2)c(OC)c1,73.1%[activator]
Cc1ccc(C(CNC(=O)c2ccc(C(C)(C)C)cc2)N2CCCC2)cc1 (stereo unspecified),10.3%
COc1cc(NC(=O)CCS(=O)(=O)c2ccc3c(c2)CC(=O)N3C)cc(OC)c1OC,-5.3%
CN(CC(=O)NCc1ccco1)C(=O)c1ccc(S(=O)(=O)Nc2ccccc2)cc1,5.7%
Cc1cccc(OCC(=O)Nc2nc(-c3ccc(S(=O)(=O)N4CCOCC4)cc3)cs2)c1,-30.0%
O=C(Cc1ccc(F)cc1)Nc1nnc2n1CCS2,-28.7%
CCOc1ccc(-c2noc(-c3cc(-c4ccco4)n[nH]3)n2)cc1,-11.3%
Cc1c(CC(=O)N2CCCC2)c(=O)oc2cc(O)ccc12,?
COc1ccc(OCC(=O)Nc2nnc3n2CCS3)cc1,?
O=C(NC1C[C@H]2CC[C@@H](C1)N2C(=O)c1ccc(OC(F)(F)F)cc1)c1ccncc1 (stereo partly specified),9.2%
COCCCNc1ncnc2c1CN(C1CCCC1)C(=O)CN2C,-29.7%[149 µM]
CN(C)C/C=C/C(O)(c1ccccc1)c1ccccc1,22.5%
COCCCNC(=O)C1(CCO)CCN(c2ncccn2)C1 (stereo unspecified),?
CNC(=O)[C@@H]1C[C@H](Oc2cccnc2)CN1C(=O)c1cc(-c2ccc(F)cc2)n[nH]1,-13.9%
Cc1ccc(CCNC(=O)C2CCCN(c3nnc(C)c4c(C)n(-c5ccccc5)nc34)C2)cc1 (stereo unspecified),?
O=C1c2ccccc2C(c2c[nH]c3ccccc23)N1CCc1ccccc1 (stereo unspecified),-1.2%
CC1=C(c2ccc(C(C)C)cc2)S(=O)(=O)N=C1N1CCC(C(=O)NCc2ccco2)CC1,-4.0%
Cn1c(-n2cccc2)c(-c2c(-c3ccc(Cl)cc3)[nH]c3c2c(=O)[nH]c(=O)n3C)c(=O)[nH]c1=O,-3.3%
COC(=O)[C@@H]1Cc2c([nH]c3ccccc23)[C@H]2C[C@@H](NCCO)C[C@@H](c3ccccc3)N21,?
Nc1ccnc2ccccc12,-11.6%
COCCCNC(=O)Cn1nc2c(cc1=O)CCCC2,21.9%
Cn1c(=O)[nH]c2nnc(-c3ccc(Cl)c(Cl)c3)nc2c1=O,-2.1%
Cc1ccc(S(=O)(=O)Nc2ccc(C)n(CC(=O)Nc3ccccc3)c2=O)cc1,3.8%
CCCc1cc(C(=O)N2CCCC(Cc3ccccc3F)(C(=O)OCC)C2)n(C)n1 (stereo unspecified),-26.5%
COc1ccc(Cn2ccc3nc(C)c(C(=O)Nc4ccc(OC)c(OC)c4)cc3c2=O)cc1,1.2%

Ordered by SMILES length (descending): 4 of the compounds above
SMILES,KDM5B inhibitor
CC(=O)N1CCN(C(=O)C[C@@H]2CCNC[C@@H]2Cc2cc(CSc3ccccc3)on2)CC1,37.4%
O=c1c(S(=O)(=O)c2ccc(F)c(Cl)c2)c[nH]c2ccc(F)cc12,14.2%
CN(C)S(=O)(=O)c1cccc(NC(=O)CSc2cccc3cccnc23)c1,?
Nc1ccnc2ccccc12,-11.6%

The list goes on:
SMILES,KDM5B inhibitor
CCOc1ccc(NS(=O)(=O)c2cc(C(=O)N3CCN(C(C)=O)CC3)ccc2Cl)cc1,7.0%
CC(Cl)C(=O)NC(=O)Nc1ccccc1 (stereo unspecified),20.3%
CCOc1ccccc1NC(=O)Cn1c(-c2ccccc2)nc(C)c(CCO)c1=O,3.1%
CCCC(C)C(=O)Nc1ccc(-c2nc3ccccc3o2)cc1 (stereo unspecified),201.6%[activator]
CCCCCC(=O)N1CCC(O)(c2csc(CN(CC)CC)n2)CC1,-12.2%[86.2 µM]
CCc1nc2c(c(-c3ccc(Cl)cc3)n1)CCN(CC1CC1)CC2,28.2µM*
COc1ccccc1CNC(=O)CC1=C2CCCCC2N(C)C1=O (stereo unspecified),-15.4%
N#CC(=C=[N-])/C=C(\C(=O)c1ccccc1)[n+]1ccccc1,11.3%
CC(C)(C(=O)N1Cc2cnn(Cc3ccc(F)cc3)c2C1)c1ccccc1,-7.1%
c1cc(-c2nc(CC3CCCNC3)no2)ccn1 (stereo unspecified),?
O=c1c2cc3c(cc2n(Cc2ccc(F)cc2)c(=O)n1Cc1nc(-c2ccccc2)no1)OCO3,7.7%
CCCn1c(C)cnc1CC1CCN(S(=O)(=O)c2ccccc2)C1 (stereo unspecified),7.8%
O=C(Cc1ccsc1)NCc1nnc2ccc(-c3ccccc3)nn12,?
O=C(COc1ccc(F)cc1)N1CCCC(Cc2noc(-c3ccccn3)n2)C1 (stereo unspecified),-7.6%
CC1(C)CC(=O)C2=C(C1)Nc1cc(Cl)ccc1S2,21.6%
CC1CCC2C3(C)COC(C)(C)OC3CC[C@]2(C)[C@@]12CCC1(CCOC1)O2 (stereo partly specified),2.0%
CCOC(=O)N1CCC(N2C(=O)c3ccc(C(=O)NCCOC)cc3C2=O)CC1,17.1%
CCCCC(=O)N1CCC(N(Cc2ccccc2)C2CCOCC2)CC1,13.0%
COCCNc1ncccc1-c1noc([C@@H]2CCCN2Cc2cccc(C#N)c2)n1,?
COc1cc2c(cc1OC)C(C)N(C(=O)CCc1c[nH]c3ccccc13)CC2 (stereo unspecified),21.9%
COc1cc(-c2nc(-c3ccc(Br)cc3)no2)cc(OC)c1OC,-9.7%
CC12CC3CC(C)(C1)CC(c1ccc(O)cc1)(C3)C2,-16.0%
CC(C)N1C(=O)CO[C@H]2CCN(Cc3cccs3)CC[C@@H]21,3.2%[86.2 µM]
CCOc1nc(NC(=O)NC(=O)c2ccccc2)nc(-c2ccccc2)n1,9.7%
CSc1ccc(-c2noc(-c3nnn4c3COC(c3ccc(F)cc3)C4)n2)cc1 (stereo unspecified),22.3%
CN1[C@@H](CCC(=O)NCc2cccs2)CNC(=O)[C@@H]2[C@H]1CCN2Cc1cccs1,18.3%[86.2 µM]
CC(=O)c1cccc(NC(=O)CSc2nc(=O)n(Cc3cccnc3)c3c2CCC3)c1,-15.5%
NC1=NC(c2cc(F)cc(F)c2)n2c(nc3ccccc32)N1 (stereo unspecified),-5.9%

The list is partial (hit frequency here may not be typical).
